LYPLA2 counter: counter-screen for PME1 inhibitors: inhibitors of human LYPLA2; recombinant LYPLA2, FP-Rh probe fluorescence polarization; inhibition, % at 5.9 µM; 0.38% of 320,000 active; AID 2177;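 active = inhibition above the screen-wide mean plus 3 SD, limit set per campaign, cut at about 26% in these data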;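 note: 0% = LYPLA2 with DMSO and 100% = wells lacking LYPLA2 enzyme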
Target sequence (O95372 whole entry, looked up): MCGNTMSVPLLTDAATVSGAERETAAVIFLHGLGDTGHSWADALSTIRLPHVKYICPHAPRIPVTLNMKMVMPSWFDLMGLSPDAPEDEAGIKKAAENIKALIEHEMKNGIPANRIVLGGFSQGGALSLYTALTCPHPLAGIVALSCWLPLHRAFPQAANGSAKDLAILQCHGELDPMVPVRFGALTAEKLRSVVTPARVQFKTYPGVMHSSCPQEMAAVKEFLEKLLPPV
ZTA counter: blocks Epstein-Barr virus ZTA, an EBNA-1 counter-screen; P03206; ZTA-DNA binding, fluorescence polarization; inhibition, % at 11 µM; 0.15% of 320,000 active; in the data active = inhibition above about 33%
PAFAH2 inh: PAFAH2 (human) inhibition; AID 492956; recombinant PAFAH2, FP-rhodamine activity probe, fluorescence polarization; Q99487; 0.99% of 340,000 active; inhibition, % at 3.39 µM;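 active = inhibition above the mean over all tested compounds plus 3 SD, cut at about 30% in these data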;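 note: inhibitors block probe labeling of enzyme so polarization drops; 0% = enzyme with DMSO and 100% = wells lacking PAFAH2 protein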
LYPLA1 counter: LYPLA1 (human) inhibition in PME1 counter-screen; 0.16% of 320,000 active; recombinant LYPLA1, FP-Rh probe fluorescence polarization; O75608; inhibition, % at 5.9 µM;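 active = inhibition above the mean of all tested compounds plus 3 SD, set per campaign, cut at about 14% in these data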;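 note: inhibitors block serine hydrolase probe labeling of LYPLA1 so polarization falls; 0% = enzyme with DMSO and 100% = wells lacking LYPLA1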
Target sequence (O75608 whole entry, looked up): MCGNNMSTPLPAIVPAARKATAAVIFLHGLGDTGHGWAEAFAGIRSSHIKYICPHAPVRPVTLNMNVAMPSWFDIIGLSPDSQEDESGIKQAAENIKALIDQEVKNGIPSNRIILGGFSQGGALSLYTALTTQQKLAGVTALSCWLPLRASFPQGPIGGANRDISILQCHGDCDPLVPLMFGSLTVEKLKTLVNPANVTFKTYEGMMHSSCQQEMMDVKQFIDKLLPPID
PREPL inh: inhibits the human prolyl oligopeptidase-like enzyme | 0.68% of 320,000 active | inhibition, % at 5.96 µM | AID 2751 | recombinant PREPL, fluorescence polarization activity-based probe | Q4J6C6; in the data active = inhibition above about 43%;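 note: 0% = enzyme with DMSO and 100% = wells lacking enzyme; many of its hits are not listed in these tables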
PAFAH1B3 inh: PAFAH1B3 (human) inhibition; Q15102; recombinant PAFAH1B3, FP-rhodamine probe, fluorescence polarization; inhibition, % at 3.39 µM; 0.28% of 340,000 active; AID 492972;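 active = inhibition above the screen-wide average of all tested compounds plus 3 SD, cut at about 25% in these data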;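 note: 0% = enzyme with DMSO only and 100% = wells lacking PAFAH1B3 protein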
EBNA-1 inh: blocks EBNA-1 binding to DNA | EBNA-1 DNA binding, fluorescence polarization | inhibition, % at 14.8 µM | 0.34% of 300,000 active; in the data active = inhibition above about 28%
pPAFAH FP inh: pPAFAH (human) enzyme inhibition; inhibition, % at 3.39 µM; recombinant pPAFAH, FP-rhodamine probe fluorescence polarization; AID 463082; 1.5% of 330,000 active;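 active = inhibition above the mean inhibition across the screen plus 3 SD, cut at about 25% in these data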;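 note: inhibitors block binding of the rhodamine activity-based probe so polarization drops; 0% = enzyme with DMSO and 100% = wells lacking pPAFAH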
Target sequence (Q13093 whole entry, looked up): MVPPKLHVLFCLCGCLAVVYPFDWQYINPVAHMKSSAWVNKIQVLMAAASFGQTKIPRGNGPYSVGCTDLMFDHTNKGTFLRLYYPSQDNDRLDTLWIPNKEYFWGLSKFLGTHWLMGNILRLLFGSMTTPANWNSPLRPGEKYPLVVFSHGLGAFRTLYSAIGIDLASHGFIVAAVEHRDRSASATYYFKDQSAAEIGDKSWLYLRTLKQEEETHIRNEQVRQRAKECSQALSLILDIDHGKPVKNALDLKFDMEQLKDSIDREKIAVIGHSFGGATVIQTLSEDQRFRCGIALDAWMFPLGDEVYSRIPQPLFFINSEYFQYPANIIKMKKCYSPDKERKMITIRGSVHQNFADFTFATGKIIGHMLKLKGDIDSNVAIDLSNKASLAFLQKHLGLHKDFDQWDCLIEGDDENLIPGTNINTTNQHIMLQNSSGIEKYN
PAFAH1B2 FP inh: inhibitors of human PAFAH1B2; AID 492953; recombinant PAFAH1B2, FP-rhodamine activity probe, fluorescence polarization; P68402; inhibition, % at 3.39 µM; 1.2% of 340,000 active;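 active = inhibition above the mean of all tested compounds plus 3 SD, cut at about 24% in these data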;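 note: 0% = enzyme with DMSO and 100% = wells lacking PAFAH1B2; many of its hits are not listed in these tables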
Numbers without * were called inactive; . = not tested or not shown.

smiles	LYPLA2 counter	ZTA counter	PAFAH2 inh	LYPLA1 counter	PREPL inh	PAFAH1B3 inh	EBNA-1 inh	pPAFAH FP inh	PAFAH1B2 FP inh
COc1ccc(NC(=O)[C@@H]2CC=C[C@@H]3CCN(Cc4ccccc4)C(=O)[C@@H]32)cc1	-1.6	-8.0	8.9	-2.4	8.8	-9.7	-1.2	-0.9	0.5
COc1ccc(NC(=O)c2cc(S(=O)(=O)N3CCOCC3)cn2C)c(OC)c1	2.1	7.6	-1.4	4.6	10.2	7.7	5.6	3.6	5.2
COc1cc(C)nc(N2CCCC(C(=O)NCC(C)C)C2)n1 (stereo not given)	-3.9	3.6	-8.3	-1.3	7.3	4.5	9.7	1.6	-2.8
COc1ccc(N(C(=O)Cn2nnc(-c3ccc(Cl)cc3)n2)C(C(=O)NCC2CCCO2)c2ccc(C)cc2)cc1 (stereo not given)	8.7	7.1	-0.6	4.6	2.2	7.9	-2.4	-2.1	6.0
CN(C)C(=O)CCc1ccc2c3c([nH]c2c1)[C@]1(C)[C@@H](C(=O)N2CCCCC2)C[C@H](CC(=O)NCCc2ccccn2)C(=O)N1CC3	.	.	0.6	.	.	-0.2	.	3.8	3.5
CC1S/C(=C(\C#N)C(=O)NCc2ccco2)N(Cc2ccco2)C1=O (stereo not given)	3.2	-6.5	-0.8	0.4	7.6	7.0	-8.8	1.1	6.5
COc1ccc(-c2ccnc(-c3ccncc3)n2)cc1	4.5	11.9	7.8	-0.7	-1.8	3.5	5.0	1.6	2.3
CN(Cc1ccccc1)S(=O)(=O)c1cccc(C(=O)O)c1	6.2	7.9	3.2	0.7	4.9	6.4	-1.7	3.9	12.0
Cc1ccc(NC(=O)c2csc3c2CCCC3)cc1	-5.9	2.5	1.0	-1.6	-0.9	0.5	-0.1	1.8	1.5
O=C(N/N=C\C=C\c1ccc2c(c1)OCO2)c1ccc(F)cc1	0.6	15.5	3.8	3.8	1.0	-0.6	10.5	12.7	4.7
Cc1ccc(C(=O)OCC(=O)Nc2ccccc2Sc2ccccc2)cc1C	-1.0	-15.2	2.3	-3.7	-3.2	-0.6	11.1	0.6	-2.2
O=C(COc1ccc(S(=O)(=O)N2CCOCC2)cc1Cl)NCC1CCCO1 (stereo not given)	-5.7	-6.6	10.3	-1.6	3.8	4.2	4.8	2.9	5.8
O=C(Nc1nccs1)c1cc(S(=O)(=O)N2CCOCC2)ccc1Cl	-2.2	-0.5	9.3	-3.1	2.6	4.7	3.8	5.5	1.7
CN(C)CCCNC1=CC(=O)CC(c2ccccc2)C1 (stereo not given)	3.0	-4.1	1.2	-0.6	0.1	0.7	-13.6	0.3	1.4
O=C(Nc1cc(C(F)(F)F)ccc1N1CCCCC1)c1cccc([N+](=O)[O-])c1	-6.0	2.2	-0.3	-1.5	6.0	3.2	-10.4	-2.4	2.2
CC(Cc1cccs1)NC(=O)NC1CCCCC1 (stereo not given)	-6.8	-14.0	-4.0	-2.8	5.2	-1.4	-10.3	3.4	-3.9
CC(=O)Nc1ccc(CN2CCCC(CCC(=O)NCc3ccccc3F)C2)cc1 (stereo not given)	-1.0	6.1	2.7	-1.6	13.3	9.4	1.5	-5.7	3.2
Cn1cc(C(=O)N/N=C/c2cccc(O)c2)ccc1=O	-2.8	10.1	5.5	0.5	-9.2	-0.6	-5.5	1.1	3.1
Cc1cc(C(=O)O)ccc1NCc1ccncc1	-0.6	3.4	-3.5	3.5	13.9	12.7	0.8	0.5	-1.0
Cc1cc(C)c(C#N)c(SCc2c(F)cccc2[N+](=O)[O-])n1	34.3*	-11.4	-2.0	3.5	12.8	-5.8	-3.3	0.5	-2.2
COc1cccc(N/C(SC)=C(/C#N)C(N)=O)c1	0.9	3.4	6.5	1.4	-12.6	5.2	1.4	-3.0	5.1
COc1ccccc1NS(=O)(=O)c1cc(NC(=O)c2cccnc2)ccc1N1CCCCC1	.	.	-31.6	.	9.3	-13.8	.	-8.2	-8.4
CCOC(=O)CN1C(=O)S/C(=C/c2ccc3c(c2)n(C)c(=O)n3C)C1=O	1.4	-5.6	0.4	-1.5	18.9	1.4	-0.8	1.3	0.2
COC(=O)c1ccccc1NC(=O)Cc1nc(-c2ccccc2)sc1-c1ccc(C)cc1	9.4	-9.8	-7.2	-3.8	11.8	5.6	-0.7	-3.9	-3.4
CCN(CC(=O)Nc1c(F)cccc1F)C(=O)C1CCN(S(=O)(=O)c2ccc(C)c(C)c2)CC1	-1.7	7.9	-1.6	0.9	-1.8	11.2	-5.2	3.6	0.3
O=S(=O)(Nc1ccc(-n2cnnn2)cc1)c1ccc(Cl)cc1	0.0	4.4	-1.8	-3.2	3.0	8.4	.	1.8	4.1
CCOc1ccc(-n2c(SCC(=O)c3c(N)n(C)c(=O)n(C)c3=O)nnc2-c2cccnc2)cc1	-10.2	20.8	-9.1	-2.3	4.3	-2.8	12.9	1.3	-0.8
C[C@@H]1NS(=O)(=O)[C@H]2C[C@@H]3C=C[C@]2(O3)[C@H]1OC(=O)c1ccc(C(C)(C)C)cc1	-0.4	-2.1	4.9	-1.0	6.2	-3.2	.	0.8	4.3
CC(NC(=O)c1cccs1)c1n[nH]c(=S)n1C (stereo not given)	-3.5	15.8	-0.2	-2.2	-4.3	6.5	11.3	0.7	4.5
COCCCNC(=O)c1cc(S(=O)(=O)NCCCN2CCCC2=O)ccc1Cl	.	.	9.0	.	13.2	3.5	.	-2.3	3.1
Cc1ccc(-c2csc(NC(=S)NC(=O)c3ccco3)n2)cc1	-8.5	-0.4	-28.2	-5.8	6.1	-2.7	-7.1	-2.1	-8.7
CC(OC(=O)c1cccc([N+](=O)[O-])c1)C(=O)NCc1ccc2c(c1)OCO2 (stereo not given)	-1.6	1.8	0.4	3.4	1.9	-2.6	5.7	10.4	11.9
Cc1ccc(S(=O)(=O)N(C)C[C@@H]2Oc3c(NS(C)(=O)=O)cccc3C(=O)N([C@H](C)CO)C[C@@H]2C)cc1	.	.	-1.2	.	13.8	10.4	.	3.6	4.3
CC(=O)N1CCc2cc(S(=O)(=O)N3CCCCC3C)ccc21 (stereo not given)	4.7	-1.0	9.2	1.1	5.3	3.9	1.7	7.7	6.3
CC1(C)CC(=O)C2=C(C1)N(Cc1cccnc1)C(=O)C2(NC(=O)c1ccc(F)cc1)C(F)(F)F (stereo not given)	3.3	6.3	12.0	6.8	0.0	-1.4	12.7	-0.4	3.3
COc1ccc(-c2sc3cc4c(cc3c2-c2ccc(OCCN3CCOCC3)cc2)OCO4)cc1	.	.	5.0	.	15.2	4.8	.	2.3	-1.4

Three compounds out of the list above, sorted by the number in PAFAH2 inh, ascending.
canonical_smiles | PAFAH2 inh | PREPL inh | PAFAH1B3 inh | EBNA-1 inh | pPAFAH FP inh | PAFAH1B2 FP inh
CC(NC(=O)c1cccs1)c1n[nH]c(=S)n1C (stereo not given) | -0.2 | -4.3 | 6.5 | 11.3 | 0.7 | 4.5
Cc1ccc(NC(=O)c2csc3c2CCCC3)cc1 | 1.0 | -0.9 | 0.5 | -0.1 | 1.8 | 1.5
O=C(Nc1nccs1)c1cc(S(=O)(=O)N2CCOCC2)ccc1Cl | 9.3 | 2.6 | 4.7 | 3.8 | 5.5 | 1.7

Later entries.
smiles	LYPLA2 counter	ZTA counter	PAFAH2 inh	LYPLA1 counter	PREPL inh	PAFAH1B3 inh	EBNA-1 inh	pPAFAH FP inh	PAFAH1B2 FP inh
COc1ccc(NC(=O)c2ccc3c(c2)n(C)c(=O)n3C)cc1	5.3	2.1	4.8	-0.8	1.9	-1.2	5.8	1.5	3.8
CC(=O)c1c(C)[nH]c(C(=O)Nc2ccccc2N2CCOCC2)c1C	5.1	-8.2	7.7	1.2	-24.6	10.5	8.0	-2.0	4.6
CCOC(=O)C1=C(N)OC2=C(C(=O)CC(C)(C)C2)C1c1ccoc1 (stereo not given)	-0.5	13.5	-6.2	-1.1	-0.4	0.8	-6.3	1.6	1.5
O=C1CSCN1c1ccc(Cl)c(Cl)c1	1.5	-2.5	12.4	-3.1	6.2	0.1	-11.0	-5.5	1.2
CCOc1c(Cl)cc(C(=O)Nc2ccccc2-c2ccccc2)cc1Cl	-11.6	3.7	-7.4	-8.0	-8.2	-7.7	1.3	-4.7	-1.7
CN(c1ccc(C(=O)NCc2cccs2)cc1)S(=O)(=O)c1ccccc1	-2.8	4.0	4.7	-3.4	15.8	6.2	2.8	5.2	8.9
CCCCc1nnc(NC(=O)c2ccc(N3CCCC3=O)cc2)s1	-0.7	-4.1	0.1	-4.8	13.1	2.5	-7.4	-4.2	0.0
CN=c1scc(-c2ccc(OC)cc2)n1/N=C(\C)c1cccnc1	1.8	5.5	8.2	4.1	23.8	8.0	-9.2	10.2	-2.5
N#CC1=C(N)Oc2n[nH]c(-c3cccs3)c2C1c1ccco1 (stereo not given)	-51.2	17.9	-12.3	-32.1	-12.5	-9.6	-12.7	-4.9	-6.8
Cc1ccc(NC(=O)c2cnn(-c3ccccc3)c2C)cc1	0.0	-16.4	-2.0	0.4	-7.3	4.2	-9.8	3.5	-3.0
O=C(NC1CCCCC1)Oc1cc2oc(=O)sc2cc1Br	4.5	2.6	-1.0	4.1	13.7	9.5	-0.3	3.5	0.4
CN(C(=O)COC(=O)c1ccc2c(c1)OCO2)C1CCS(=O)(=O)C1 (stereo not given)	5.4	-4.8	4.6	4.1	-0.8	4.5	-14.9	3.6	-5.2
Cc1cc(C)nc(N/N=C/c2ccccc2OCc2ccc(Br)cc2)n1	-0.7	5.1	4.5	-2.4	29.5	4.3	2.4	5.0	0.2
O=S(=O)(c1cccc(-c2csc(-c3cccnc3)n2)c1)N1CCOCC1	7.0	7.1	4.9	-0.9	-15.7	15.1	0.0	1.5	0.6
COc1ccc(/C=C/C(=O)Nc2ccncc2)cc1OC	-2.4	-2.5	3.2	0.7	1.3	-7.5	-8.1	-0.2	5.8
O=C(O)CCC(=O)NCc1ccc(C(=O)O)cc1	8.7	-20.1	3.4	0.6	4.9	11.9	-13.9	3.6	7.4
Cn1cc(CN2CCC(Oc3ccc(C(=O)N4CCCCC4)cc3)CC2)cn1	-5.4	-2.3	1.6	-6.5	5.6	6.7	-11.8	-0.6	4.9
O=C1C=C(O)c2c(O)cccc2C1=O	12.2	4.5	.	0.8	10.4	.	0.2	26.6*	.
CCn1c(SCC(=O)NC2CCCC2)nnc1-c1ccoc1C	-1.1	-15.6	11.3	4.5	6.3	3.6	-3.2	0.5	5.9
O=C1CC(N2CCN(c3ccccn3)CC2)C(=O)N1c1ccc(Cl)cc1 (stereo not given)	-6.4	13.1	4.8	-3.1	21.9	1.6	-1.4	-4.7	6.2
Cc1ccc(CSc2ccc3nnc(-c4ccccn4)n3n2)cc1	3.7	7.5	0.3	-4.0	50.4*	3.1	7.2	3.1	5.3
CC(=O)Nc1ccc(S(=O)(=O)NC2=NCN(c3cccc([N+](=O)[O-])c3)CN2)cc1	-5.6	-20.6	-12.8	-0.5	-2.2	9.5	-9.0	-1.9	1.1
CCNC(=O)NC(=O)CSc1ccccc1F	6.2	7.5	2.6	-1.3	-3.1	0.3	-9.1	3.0	4.9
O=c1c2ccccc2nnn1CSc1nc2ccccc2c(=O)n1Cc1ccco1	1.9	-1.7	-7.4	3.1	-5.3	2.8	-3.1	3.1	1.5
O=C(COc1ccc(Br)cc1F)NC1CC1	.	.	1.1	.	20.1	6.8	.	-0.5	0.9
O=C(CSc1n[nH]c(=O)n1C1CC1)Nc1ccc(Cl)c(Cl)c1	17.1	-10.3	4.7	-1.8	0.6	-3.2	-5.5	3.9	-0.4
Cc1ccc(NC(=O)c2cccc(S(=O)(=O)N3CCCc4ccccc43)c2)nc1	-2.5	21.2	5.4	-6.0	-0.7	11.7	.	-2.3	3.5

Bioassay records as filed in PubChem.

An excerpt; count on the stated rates, not on these rows.
